Rhodamine fluor: qHTS Assay for Spectroscopic Profiling in Rhodamine Spectral Region. Rhodamine-region fluorescence, 547/598 nm, Tris buffer; stronger effect = higher value. max dye-equivalent concentration, M. 59,000 tested, 0.05% active. AID 594, 2007; in the data active means max dye-equivalent concentration above about 11 nM; inconclusive means between about 1.1 nM and that limit
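Intrinsic compound fluorescence, ex 547 / em 598 nm, CCD imager. Tris 100 mM pH 8.0; 15 min RT. Output = rhodamine dye-equivalent concentration at each compound concentration.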
DNA Pol III inh: qHTS Assay for Inhibitors of DNA Polymerase III Holoenzyme System; Potency, µM (series often up to 57.1 µM), without a hit: at the top dose activity change, negative = inhibition; reconstituted DNA polymerase III holoenzyme replication, biochemical; 71,000 tested, 0.25% active; further: potency means the concentration at half of the fitted maximal effect; on the % scale 0 is the no-effect control and ±100 the full control effect
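Reconstituted *E. coli* holoenzyme (0.35 nM Pol III, 1 nM beta, 154 nM SSB, 2 nM primase) was preincubated with compound for 15 min at RT. Synthesis on 1.4 nM ssM13Gori ran 35 min, then was stopped with PicoGreen/EDTA and read as dsDNA fluorescence.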
BRCT inh green: qHTS Assay for Inhibitors of BRCT-Phosphoprotein Interaction (Green Fluorophore) | Breast cancer type 1 susceptibility protein (Homo sapiens), P38398 | 75,000 tested, 0.05% active | Potency, µM (series often up to 76.9 µM), for the others: at the top dose activity change, negative = inhibition, usual class: inhibitors | BRCA1 BRCT-phosphopeptide binding, green fluorescence polarization | AID 875, 2007;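 further: potency means the concentration at half of the fitted maximal effect; plate controls were peptide without protein for full effect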
Target sequence (P38398 whole entry, looked up): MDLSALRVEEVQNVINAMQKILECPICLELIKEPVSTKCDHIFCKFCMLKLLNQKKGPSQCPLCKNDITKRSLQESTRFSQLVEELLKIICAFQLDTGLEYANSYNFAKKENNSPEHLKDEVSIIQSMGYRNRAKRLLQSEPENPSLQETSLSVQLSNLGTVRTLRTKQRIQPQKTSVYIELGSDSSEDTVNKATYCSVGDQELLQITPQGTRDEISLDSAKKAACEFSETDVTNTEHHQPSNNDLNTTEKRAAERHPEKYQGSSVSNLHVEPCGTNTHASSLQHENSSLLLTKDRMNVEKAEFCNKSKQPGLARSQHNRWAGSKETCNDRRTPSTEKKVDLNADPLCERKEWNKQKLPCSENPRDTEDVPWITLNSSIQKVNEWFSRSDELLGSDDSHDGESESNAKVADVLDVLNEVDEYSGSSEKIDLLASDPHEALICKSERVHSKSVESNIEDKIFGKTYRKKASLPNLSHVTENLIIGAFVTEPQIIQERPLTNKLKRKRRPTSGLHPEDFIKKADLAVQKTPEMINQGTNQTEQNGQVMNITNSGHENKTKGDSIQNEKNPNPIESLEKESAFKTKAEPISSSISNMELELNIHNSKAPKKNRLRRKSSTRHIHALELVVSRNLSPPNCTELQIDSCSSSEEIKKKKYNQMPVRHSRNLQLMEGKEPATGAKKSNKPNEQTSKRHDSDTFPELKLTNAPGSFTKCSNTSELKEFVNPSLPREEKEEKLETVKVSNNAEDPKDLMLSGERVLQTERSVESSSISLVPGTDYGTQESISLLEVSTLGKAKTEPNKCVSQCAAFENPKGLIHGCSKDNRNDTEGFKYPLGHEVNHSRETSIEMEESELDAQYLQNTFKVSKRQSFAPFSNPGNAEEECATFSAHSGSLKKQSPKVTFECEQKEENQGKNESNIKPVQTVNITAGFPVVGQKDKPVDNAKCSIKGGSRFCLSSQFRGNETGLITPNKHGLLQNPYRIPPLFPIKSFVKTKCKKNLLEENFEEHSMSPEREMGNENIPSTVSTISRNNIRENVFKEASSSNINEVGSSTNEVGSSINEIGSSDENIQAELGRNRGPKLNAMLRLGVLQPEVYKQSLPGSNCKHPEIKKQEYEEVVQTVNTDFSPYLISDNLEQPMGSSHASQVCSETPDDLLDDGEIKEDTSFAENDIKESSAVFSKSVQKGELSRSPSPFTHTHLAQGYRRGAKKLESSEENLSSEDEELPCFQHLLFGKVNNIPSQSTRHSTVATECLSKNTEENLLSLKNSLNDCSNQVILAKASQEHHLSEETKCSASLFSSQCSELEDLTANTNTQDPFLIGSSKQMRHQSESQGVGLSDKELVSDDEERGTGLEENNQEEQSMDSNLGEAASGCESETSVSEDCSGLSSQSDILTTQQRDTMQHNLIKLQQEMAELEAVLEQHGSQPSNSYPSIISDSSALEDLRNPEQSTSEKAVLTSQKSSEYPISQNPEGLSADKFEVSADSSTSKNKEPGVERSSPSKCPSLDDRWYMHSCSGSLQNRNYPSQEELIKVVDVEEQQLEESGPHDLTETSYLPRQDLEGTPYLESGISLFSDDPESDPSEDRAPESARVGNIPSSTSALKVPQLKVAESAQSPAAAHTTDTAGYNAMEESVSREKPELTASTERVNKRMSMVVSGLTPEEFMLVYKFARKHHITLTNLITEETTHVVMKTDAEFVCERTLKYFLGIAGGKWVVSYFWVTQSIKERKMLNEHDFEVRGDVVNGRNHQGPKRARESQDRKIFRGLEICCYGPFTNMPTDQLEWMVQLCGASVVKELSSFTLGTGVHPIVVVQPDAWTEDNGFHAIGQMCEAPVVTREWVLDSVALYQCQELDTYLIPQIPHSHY
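Fluorescence polarization: His-tagged BRCT (~35 kDa BRCA1 C-terminus, 250 nM) bound to 100 nM fluorescein-labeled phosphorylated 10-aa BACH1 peptide, pH 7.3 phosphate buffer with DTT and Tween 20. Compounds incubated 12 min at room temperature; inhibition read as lowered polarization.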
HEK293 cAMP ctrl: qHTS Assay for Agonists of the Thyroid Stimulating Hormone Receptor: Activators of Intracellular cAMP Concentrations in Parental HEK 293 | parental HEK293 CNG cAMP sensor, membrane potential fluorescence | AID 938, 2007 | Potency, µM (titrated, usually from 57.1 µM), inactives show at the highest dose activation, most hits filed as activators | 73,000 tested, 2.5% active; further: potency means the concentration at half of the fitted maximal effect; % of control where 0% means no effect; nearly all actives have a fitted effect of over 55% in size
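Parental HEK 293 cells stably expressing a modified CNG channel (no TSHR) report cAMP rise as membrane depolarization. Membrane potential dye with 100 uM RO 20-1724 was loaded for 60 min at room temperature, then compound added for 30 min; fluorescence read at 590 nm.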
USP2a inh: qHTS Assay for Inhibitors of Ubiquitin-specific Protease USP2a; Ubiquitin carboxyl-terminal hydrolase 2 (Homo sapiens), O75604; USP2a enzymatic assay, qHTS inhibition; Potency, µM (top dose mostly 38.3 µM), inactives show top-dose activity change, negative = inhibition, actives largely listed as inhibitors; 60,000 tested, 0.1% active; AID 927, 2007;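 further: potency means the concentration at half of the fitted maximal effect; nearly all actives have a fitted effect of over 60% in size; plate controls were DMSO for no effect and NEM full inhibition control for full effect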
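USP2 core (20 nM final) was preincubated with compound for 30 min at RT in 20 mM Tris-HCl pH 8.0, 2 mM CaCl2, 2 mM beta-mercaptoethanol; Ub-PLA2 (20 nM) plus NBD C6-HPC (20 uM) then added, fluorescence read after 2.5 h.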
HADH2 inh: qHTS Assay for Inhibitors of HADH2 (Hydroxyacyl-Coenzyme A Dehydrogenase, Type II). 3-hydroxyacyl-CoA dehydrogenase type-2 (Homo sapiens), Q99714. 73,000 tested, 3.4% active. recombinant HADH2, NADH fluorescence, beta-hydroxybutyryl-CoA. Potency, µM (titrated, usually from 57.1 µM), for the others: at the top dose activity change, negative = inhibition, actives largely listed as inhibitors. AID 886, 2007; further: potency means the concentration at half of the fitted maximal effect; on the % scale 0 is the no-effect control and ±100 the full control effect; nearly all actives have a fitted effect of over 60% in size; many of its hits are not listed in these tables
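Buffer 100 mM Tris-HCl pH 9.0/0.01% Tween-20; HADH2 20 nM; NAD+ 1 mM; beta-hydroxybutyryl-CoA 90 uM (all final). 15 min cpd preincubation, RT.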
Caspase-7 inhib: qHTS Assay for Allosteric/Competitive Inhibitors of Caspase-7. P55210. recombinant caspase-7, Ac-DEVD-AFC fluorescence rate. Potency, µM (titrated, usually from 57.5 µM), for the others: at the top dose activity change, negative = inhibition, actives largely listed as inhibitors. 75,000 tested, 0.02% active. AID 889, 2007; active means well fitted inhibition curve with a large enough effect in the main read-out, with a control signal flat, not every such curve was filed as active; inconclusive means small, poorly fitted or top-dose-only effect, or a change in a side signal; further: potency means the concentration at half of the fitted maximal effect; % of control where 0% means no effect
Tau fil binding: qHTS Assay for Tau Filament Binding | recombinant tau filaments, thioflavin S fluorescence, 15 h; filaments grown with octadecylsulfate alongside compound | Potency, µM (series often up to 57.1 µM), without a hit: at the highest dose activity change, negative = inhibition | 71,000 tested, 2% active | Microtubule-associated protein tau (Homo sapiens), P10636;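 further: potency means the concentration at half of the fitted maximal effect; on the % scale 0 is the no-effect control and ±100 the full control effect; actives lower thioflavin S fluorescence by blocking filaments or displacing dye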
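Tau 2 uM in ThS buffer dispensed; compound added; 60 uM ODS added (finals 1 uM tau, 30 uM ODS); 15 h 37 C; fluor ex450/em510.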
ALOX15 inhib: qHTS Assay for Inhibitors of 15-hLO (15-human lipoxygenase). Polyunsaturated fatty acid lipoxygenase ALOX15 (Homo sapiens), P16050. purified 15hLO-1, xylenol orange hydroperoxide absorbance. Potency, µM (doses to about 57.1 µM), without a hit: top-dose activity change, negative = inhibition, actives largely listed as inhibitors. 74,000 tested, 1.4% active; further: potency means the concentration at half of the fitted maximal effect; on the % scale 0 is the no-effect control and ±100 the full control effect; nearly all actives have a fitted effect of over 55% in size
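Purified human 15hLO-1 (40 nM) in 25 mM Hepes pH 7.5, 0.01% Triton X-100, preincubated 15 min RT with compound, then 50 uM arachidonic acid for 6 min. Hydroperoxide read by ferrous/xylenol orange, 30 min; 573/405 nm absorbance ratio gave progress.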
BRCT PPI red: qHTS Assay for Inhibitors of BRCT-Phosphoprotein Interaction (Red Fluorophore). BRCT-phosphopeptide binding, red fluorescence polarization. Potency, µM (highest dose often 76.9 µM), for inactives: at the highest dose activity change, negative = inhibition, actives largely listed as inhibitors. 75,000 tested, 0.03% active; further: on the % scale 0 is the no-effect control and ±100 the full control effect
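Rhodamine-labelled pBACH1 10-mer (100 nM) bound to BRCT domain (100 nM) at pH 7.3; compounds incubated 12 min room temperature, polarization read. Free peptide defines full inhibition; unlabelled decapeptide titrated as control.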
Caspase-1 inhib: qHTS Assay for Allosteric/Competitive Inhibitors of Caspase-1; Caspase-1 enzyme, Ac-WEHD-AFC fluorogenic rate; Potency, µM (highest dose often 57.5 µM), without a hit: at the top dose activity change, negative = inhibition, usual class: inhibitors; 75,000 tested, 0.03% active;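 further: potency means the concentration at half of the fitted maximal effect; plate controls were vehicle for no effect and no substrate for full effect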
* = called active by the depositor; i = inactive; ? = inconclusive; . = not tested or not shown; [ ] = dose if it differs, or a comment. Unless noted, the call rests on the fitted dose curve; in most records, active means well fitted curve in the direction sought with a large enough effect; inconclusive means small, poorly fitted or top-dose-only effect, or another doubt; inactive means no such curve, though single readings can be large; an effect the other way counts as inactive or inconclusive. An excerpt. The share of hits here may be higher or lower than overall.

Screens in order – DNA Pol III inh	Tau fil binding	HEK293 cAMP ctrl	Caspase-1 inhib	Caspase-7 inhib	HADH2 inh	Rhodamine fluor	BRCT inh green	BRCT PPI red	USP2a inh	ALOX15 inhib
> CCOC(=O)Cc1csc(-n2sc3ccccc3c2=O)n1
    -7%	-27%	3%	-4%	0%	0.25µM*	i	2.9%	0.6%	2%	0.2µM*
> Cc1nc(Nc2ccc(S(N)(=O)=O)cc2)oc1C
    -1%	-5%	2%	0%	0%	2%	i	-0.5%	0.9%	5%	9%
> Cc1cccc(OCc2n[nH]c(=S)o2)c1
    -2%	-9%	?	-2%	-1%	2%	i	-0.9%	1.8%	20%	?
> CC1CN=C(N(C(=O)Nc2ccccc2)c2ccc(S(=O)(=O)N3CCOCC3)cc2)S1 (stereo not drawn)
    -2%	2%	16%	2%	-2%	9%	i	1.5%	1.1%	4%	4%
> CCCS(=O)(=O)N1CCCC(C(=O)NC(C)c2ccc3c(c2)OCCO3)C1 (stereo not drawn)
    2%	8%	10%	0%	-1%	4%	i	-2.3%	-0.8%	-4%	3%
> COc1ccc(C2CC(c3ccc(OC)cc3)n3nc(N)nc3N2)cc1 (stereo not drawn)
    -8%	4%	1%[11.4 µM]	1%	-1%	-4%	.	-1.9%	-0.1%	.	0%
> CC(C)(C)n1nnnc1C(c1ccccc1F)N1CCN(C2CCCC2)CC1 (stereo not drawn)
    ?	-6%	?	-2%	2%	2%	i	-2.6%	0.4%	.	5%
> CC(=O)c1cccc(NC2c3ccccc3C(=O)N2Cc2ccc3c(c2)OCO3)c1 (stereo not drawn)
    1%	2%	10%	-2%	-4%	169%[activator]	.	-0.5%	-0.3%	.	-6%
> Cc1ccc(C)c(NC(=O)NCc2ccc(Cl)cc2)c1
    -8%[11.4 µM]	0%[11.4 µM]	12%[11.4 µM]	-4%[11.5 µM]	-1%[11.5 µM]	6%[11.4 µM]	i	0.1%[15.4 µM]	0.4%[15.4 µM]	.	0%[11.4 µM]
> Nc1ccccc1C(=O)/C=C\c1ccc2c(c1)OCO2
    .	.	24%[11.4 µM]	-2%[11.5 µM]	-4%[11.5 µM]	-2%[11.4 µM]	.	2.6%[15.4 µM]	0.6%[15.4 µM]	.	-9%[11.4 µM]
> Cn1c(=O)n(CCc2ccccc2)c(=O)c2c1nc1n2CCCN1c1ccc(F)cc1
    1%	6%	3%	-2%	-1%	10%	i	-3.0%	0.8%	3%	-4%
> CC(=O)Nc1ccc(Nc2nc(C)nc3c2oc2ccccc23)cc1
    -9%	-7%	-4%	-2%	-1%[0.00368 µM]	32µM*	i	0.1%	0.3%	-4%	0%
> Cc1ccc(C(=O)N2CCCC2)cc1S(=O)(=O)Nc1ccccc1
    -2%	9%	1%	-2%	-4%	-2%	i	-3.9%	-1.5%	4%	1%
> COc1ccc(C(=O)NCCn2cc(SCC(=O)Nc3cc(C)on3)c3ccccc32)cc1OC
    3%	8%	11%	0%	0%	5%	i	-1.0%	1.1%	26%	-7%
> Nc1c(C(=O)OCC2CCCO2)c2nc3ccccc3nc2n1C1CCCCC1 (stereo not drawn)
    -4%	?	12%	?	-24%	32µM*	i	0.9%	-0.7%	15%	-6%
> COCCN(C(=O)CN1CCc2ccccc2C1)c1c(N)n(Cc2ccccc2)c(=O)[nH]c1=O
    -2%	-21%	1%	-1%	-1%	11%	i	-0.8%	-0.1%	3%	-4%
> COc1ccc2cc3c(N)nn(C(=O)Cc4ccccc4OC)c3nc2c1
    -6%	i	2%	-4%	-2%	7%	.	-0.3%	-0.7%	.	3%
> Cc1ccc(C)c(N2CCN(C(=O)CN(C)S(=O)(=O)c3cnc[nH]3)CC2)c1
    2%	-4%	5%	1%	0%	8%	i	-1.4%	0.4%	0%	6%
> COc1ccc(-c2[nH]ncc2-c2cnn(-c3ccccc3)c2)c(O)c1
    8%	-14%	26%	-3%	-5%	-11%	.	-0.8%	1.2%	29%	?
> Cc1cccc(C)c1NC(=O)Nc1cccs1
    -4%	-18%	4%	-11%	-11%	?	i	0.5%	-2.5%	23%	25µM*
> Cc1ccc(C2C(=O)N(C3CCC(C)CC3)CC(=O)N2C2CC2)cc1 (stereo not drawn)
    -4%	-11%	13%	1%	-6%	-3%	i	-1.5%	0.2%	1%	-3%
> CCOC(=O)N1CCN(c2nc(C)cc(C(F)(F)F)n2)CC1
    -2%	-5%	8%	2%	-1%	-7%	i	0.8%	-0.6%	2%	-5%
> CC(C)NC(=O)CSc1nnc(-c2ccc(C(C)(C)C)cc2)n1C
    -2%	1%	11%	0%	2%	1%	i	-1.8%	-3.4%	9%	20%
> COC(=O)c1cccc(Oc2nc(N3CCOCC3)nc(N3CCOCC3)n2)c1
    -5%	0%	3%	0%	1%	8%	i	-0.7%	3.7%	-6%	10%
> O=C(CN1CCN(S(=O)(=O)c2ccc(Br)cc2)CC1)Nc1ccccc1F
    .	.	32µM*	-2%	-6%	4%	.	-0.1%	-0.3%	.	-8%
> COCCN1C(=O)N(c2cccc(C)c2)C(=O)C1CC(=O)Nc1ccc(F)cc1 (stereo not drawn)
    3%	7%	-1%	3%	-2%	-5%	i	1.6%	-1.0%	11%	7%
> COc1ccccc1Cn1c(=O)c2ccccc2n2c(SCc3csc(C)n3)nnc12
    -10%	11%	2%	-11%	-5%	-10%	i	5.4%	-1.3%	59%[activator]	-5%
> CCOC(=O)N1CCC(NC(=O)C(NC(=O)C2CCCCC2)C(C)C)CC1 (stereo not drawn)
    -3%	4%	8%	1%	3%	7%	i	-2.5%	-0.6%	2%	9%
> CC(C)(C)c1csc(NC(=O)CSc2nc3ccccc3c(=O)[nH]2)n1
    -10%	-5%	?	-3%	-2%	-6%	i	-0.6%	-0.6%	.	-10%
> CCn1c(SCC(=O)N2CCCc3ccccc32)nc2cccnc21
    7%	4%	6%	0%	-3%	-1%	i	0.1%	-0.7%	39%[activator]	-28%
> COc1ccccc1N1CCN(C(=O)CSc2nnc(NC(=O)C3CCC3)s2)CC1
    -2%	1%	-10%	1%	6%	5%	i	0.5%	-1.1%	8%	-12%
> CCOC(=O)C1CCN(C(=O)CCn2c(=O)[nH]c3ccsc3c2=O)CC1
    -2%	12%	2%	-1%	2%	3%	i	-0.6%	0.6%	-2%	-6%
> Cc1cccc(C)c1OCC(=O)Nn1c(C)nc2ccccc2c1=O
    -3%	5%	10%	-4%	-1%	-6%	i	-2.2%	-1.4%	32%[activator]	-25%
> ON=C1/C(=N\O)CC2(C/C1=N/O)OCCO2
    -1%	5%	-3%	-1%	0%	-7%	.	-2.9%	1.1%	0%	21%
> CCOC(=O)c1cc(-c2cccs2)nc2onc(C)c12
    -3%	-22%	10%	?	-22%	i	i	-6.6%	0.0%	-10%	12%
> CCC(=O)N1CCCc2cc(S(=O)(=O)N3CCN(c4ncccn4)CC3)ccc21
    1%	15%	7%	-3%	-1%	11%	.	0.8%	0.4%	.	3%
> O=C(NCN1C(=O)C2C3C=CC(C3)C2C1=O)Nc1nccs1 (stereo not drawn)
    -4%	3%	-2%	-1%	0%	-3%	i	-0.8%	-1.7%	-1%	-3%

As entered above.
Under USP2a inh, COCCN1C(=O)N(c2cccc(C)c2)C(=O)C1CC(=O)Nc1ccc(F)cc1 (stereo not drawn) is listed with 11%
Under Caspase-7 inhib, COc1ccc(C2CC(c3ccc(OC)cc3)n3nc(N)nc3N2)cc1 (stereo not drawn) is listed with -1%
